697 NFkB inh: inhibitors of the PMA/ionomycin-induced NF-kB reporter in 697 B cells; AID 435022; 697 B-cell NF-kB luciferase reporter, 16 h; 0.33% of 330,000 active; inhibition, % at 4 µM; in the data active = inhibition above about 35%
Apaf-1 inh: blocks human Apaf-1 apoptosome activity. O14727. reconstituted apoptosome caspase-3 activity, DEVD-Rh110 fluorescence. inhibition, % at 20 µM. 0.71% of 330,000 active. AID 489030; active = inhibition of at least 40% at 20 µM;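 also: plate controls were DMSO wells for no effect and DEVD-CHO caspase inhibitor wells for full effect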
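Material: reconstituted apoptosome with Apaf-1, cytochrome c, caspase-9, procaspase-3, dATP; medium: pH 7.5 Hepes buffer with CHAPS, BSA, DTT; also added: cytochrome c and DEVD-Rh110 substrate; timing: 30 min plus 50 min, RT; signal: Rh110 fluorescence intensity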
HKDC1 inhibitor: blocks human hexokinase HKDC1 activity | Q2TB90 | recombinant HKDC1, G6PDH/diaphorase resazurin coupled fluorescence | inhibition, % at 20 µM | 0.16% of 340,000 active | AID 493160;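 active = inhibition above about 35% when tested at 20 µM, limit read from the data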;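 also: plate controls were DMSO wells with enzyme for no effect and DMSO wells lacking enzyme for full effect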
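test system = in-house recombinant HK5 (HKDC1) enzyme | amount = HKDC1 at 5 µg/mL | control set = DMSO-enzyme wells negative, buffer-substituted wells positive | compound = one dose of 20 µM, 1% DMSO | schedule = reaction time 90 min, room temperature, protected from light | technique = resorufin fluorescence at 613 nm | reagent = glucose with 1 mM ATP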
SENP8 inh: inhibitors of human SENP8 protease; Q96LD8; purified SENP8, Z-RLRGG-aminoluciferin cleavage, luminescence; inhibition, % at 10 µM; 1.2% of 330,000 active; AID 2540
Target sequence (Q96LD8 whole entry, looked up): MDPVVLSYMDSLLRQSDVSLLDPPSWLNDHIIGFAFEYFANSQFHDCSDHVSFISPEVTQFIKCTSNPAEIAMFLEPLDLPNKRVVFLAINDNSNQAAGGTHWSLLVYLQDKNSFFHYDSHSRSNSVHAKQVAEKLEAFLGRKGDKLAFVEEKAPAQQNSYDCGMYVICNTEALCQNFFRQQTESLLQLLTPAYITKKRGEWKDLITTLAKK
UBC13 inh: inhibitors of human UBC13 polyubiquitin chain formation; 0.47% of 330,000 active; inhibition, % at 20 µM; TR-FRET; P61088; in the data active = inhibition above about 45%, passing the limit was not always enough; inconclusive = no clear call, values can overlap the other calls
Target sequence (P61088 whole entry, looked up): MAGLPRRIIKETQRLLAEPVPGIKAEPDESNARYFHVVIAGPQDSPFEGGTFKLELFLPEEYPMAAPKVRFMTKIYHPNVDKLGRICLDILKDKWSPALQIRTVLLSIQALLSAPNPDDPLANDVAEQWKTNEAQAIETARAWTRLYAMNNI
Jurkat NFkB inh: lowers PMA/ionomycin-induced NF-kB signal in Jurkat cells; PMA/ionomycin-induced NF-kB luciferase reporter, luminescence; inhibition, % at 4 µM; 0.53% of 330,000 active
SENP7 inh: SENP7 protease inhibition | 1.5% of 330,000 active | inhibition, % at 5 µM | AID 434973 | recombinant SENP7, Z-RLRGG-aminoluciferin luminescence, 40 min | Q9BQF6;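 active = inhibition above about 50% at the single test dose, limit read from the data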;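 also: plate controls were DMSO with enzyme for no effect and no enzyme buffer wells for full effect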
Target sequence (Q9BQF6 706-1050 limits assumed): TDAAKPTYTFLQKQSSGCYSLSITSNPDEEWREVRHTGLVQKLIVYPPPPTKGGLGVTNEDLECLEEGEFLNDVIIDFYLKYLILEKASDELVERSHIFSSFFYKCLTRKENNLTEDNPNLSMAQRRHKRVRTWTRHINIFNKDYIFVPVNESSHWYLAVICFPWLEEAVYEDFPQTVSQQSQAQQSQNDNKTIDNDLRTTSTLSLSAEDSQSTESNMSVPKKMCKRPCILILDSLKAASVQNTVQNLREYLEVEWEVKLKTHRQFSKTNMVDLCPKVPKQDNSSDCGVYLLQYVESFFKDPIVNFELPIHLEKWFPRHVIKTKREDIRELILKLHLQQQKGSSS
Gli-Sufu block: Gli-Sufu pathway antagonism; Sufu-KO-LIGHT fibroblasts, Gli luciferase reporter luminescence; inhibition, % at 5 µM; 0.74% of 340,000 active;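 active = inhibition above about 55%, limit read from the data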;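 also: 0% = DMSO-treated cells and 100% = wells with medium but no cells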
* = called active by the depositor; ? = inconclusive; · = no result given. Rule as the data show it, unless noted: active = inhibition above about 50%; inactive = the rest.

Compound	697 NFkB inh	Apaf-1 inh	HKDC1 inhibitor	SENP8 inh	UBC13 inh	Jurkat NFkB inh	SENP7 inh	Gli-Sufu block
COc1cccc(-c2ccc(NC(=O)C3CCCN(Cc4cnc(C)n4C)C3)cc2)c1 (centres undefined)	-31	27	-3	-9	12	-4	2	18
Cc1ccc(Nc2ccc(N3CCN(c4ccc([N+](=O)[O-])cc4)CC3)nn2)cc1	7	-26	-5	0	-10	2	6	-3
Cc1nc(SC2CC(=O)N(c3ccccc3)C2=O)n[nH]1 (centres undefined)	-3	-1	-13	-7	-10	2	-5	-29
COc1ccc(Cl)cc1S(=O)(=O)N(C)CC(=O)N1CCCC1	0	2	-8	3	-3	-11	10	-7
COCCNc1nc2c(c(=O)[nH]c(=O)n2C)n1CCCc1ccccc1	3	-5	-7	-5	-5	-6	11	24
O=C(OCC1CC(c2ccccc2)=NO1)c1ccco1 (centres undefined)	-11	-7	2	-12	2	9	-3	9
COc1cc(-c2ccccc2)nc2ccccc12	-22	21	-5	-10	-1	-8	-9	-4
CCOC(=O)c1cc(C(=O)NC(C)c2ccccc2)c(C)[nH]c1=O (centres undefined)	12	5	-12	2	4	-5	-4	-3
O=C(NCC(c1ccco1)N1CCN(c2ccc(F)cc2)CC1)c1ccc2c(c1)OCO2 (centres undefined)	-15	-155	-3	-7	3	3	-7	15
Cc1c(NC(=O)C(C)OC(=O)c2sc3ccccc3c2Cl)c(=O)n(-c2ccccc2)n1C (centres undefined)	23	8	-9	0	6	3	-2	-5
Cc1noc(C)c1S(=O)(=O)N1CCC(C(=O)NC2CCCc3ccccc32)CC1 (centres undefined)	13	-5	5	-1	5	-9	11	-5
O=[N+]([O-])c1cccc(S(=O)(=O)/N=C(/Nc2ccccc2)c2ccccc2)c1	-2	-3	5	9	4	1	-2	0
CNC(=S)N(CCc1c(C)[nH]c2ccc(F)cc12)Cc1ccco1	13	5	2	-4	5	-1	-4	1
Clc1ccc2c(c1)CNc1c(ncnc1N1CCOCC1)O2	-3	-9	-8	1	50*	0	-3	0
Cc1ccc(Nc2nc(N)nc(COC(=O)C3=COCCO3)n2)cc1	-107	-2	-1	-15	-2	-93	6	-27
CCN1C(=O)/C(=C/C=C2\N(CC)c3cc(S(=O)(=O)N(C)C)ccc3N2c2ccccc2)SC1=S	-1	8	0	-2	-74	-4	10	10
CCCCNC(=O)CCn1c(=O)c2ccccc2n(Cc2ccccc2C)c1=O	-10	-1	-9	2	7	9	5	0
O=C(CSc1nnc(Cn2nnc(-c3ccccc3)n2)n1-c1ccccc1)Nc1ccccc1	5	30	-2	2	6	8	5	3
CCOc1ccc2nc(NC(=O)CSc3ccccc3)sc2c1	-40	10	-7	-15	0	-15	0	-1
N#Cc1nc(-c2ccco2)oc1NCc1ccccc1Cl	-4	7	0	-9	-4	-3	-9	-36

Whole records, quoted from the list:
Shown for `Cc1nc(SC2CC(=O)N(c3ccccc3)C2=O)n[nH]1` (centres undefined) = 697 NFkB inh: -3; Apaf-1 inh: -1; HKDC1 inhibitor: -13; SENP8 inh: -7; UBC13 inh: -10; Jurkat NFkB inh: 2; SENP7 inh: -5; Gli-Sufu block: -29
Shown for `Clc1ccc2c(c1)CNc1c(ncnc1N1CCOCC1)O2` = 697 NFkB inh: -3; Apaf-1 inh: -9; HKDC1 inhibitor: -8; SENP8 inh: 1; UBC13 inh: 50*; Jurkat NFkB inh: 0; SENP7 inh: -3; Gli-Sufu block: 0
Shown for `O=C(CSc1nnc(Cn2nnc(-c3ccccc3)n2)n1-c1ccccc1)Nc1ccccc1` = 697 NFkB inh: 5; Apaf-1 inh: 30; HKDC1 inhibitor: -2; SENP8 inh: 2; UBC13 inh: 6; Jurkat NFkB inh: 8; SENP7 inh: 5; Gli-Sufu block: 3

Results in Apaf-1 inh and SENP7 inh (two entries from above):
Compound	Apaf-1 inh	SENP7 inh
O=C(NCC(c1ccco1)N1CCN(c2ccc(F)cc2)CC1)c1ccc2c(c1)OCO2 (centres undefined)	-155	-7
Cc1c(NC(=O)C(C)OC(=O)c2sc3ccccc3c2Cl)c(=O)n(-c2ccccc2)n1C (centres undefined)	8	-2

Continued.
Compound	697 NFkB inh	Apaf-1 inh	HKDC1 inhibitor	SENP8 inh	UBC13 inh	Jurkat NFkB inh	SENP7 inh	Gli-Sufu block
Cc1cccc(N(C(=O)CNC(=O)c2ccco2)C(C(=O)NC2CCCC2)c2cccnc2)c1C (centres undefined)	5	4	2	3	-2	-5	1	24
CCOC(=O)c1c(C)n(CCOc2ccccc2)c2ccc(O)cc12	1	4	-3	2	11	-1	8	6
CCCN(CCC)C(=O)C1CCC(CNS(=O)(=O)c2cccc3nsnc23)CC1 (centres undefined)	-7	22	5	6	-13	15	2	-29
CCOc1ccccc1NCc1nnc(-c2ccccc2)o1	-13	7	2	-9	2	-7	7	-18
O=C(Nc1nnc(CC(c2ccccc2)c2ccccc2)s1)c1ccco1	18	3	-3	-11	3	10	-1	5
CS(=O)(=O)N(CC(=O)NCCSCc1ccccc1Cl)c1ccc(F)cc1	3	8	-1	-2	5	0	0	-14
CCCCCCNC(=O)C(C#N)c1nc2ccccc2nc1N1CCOCC1 (centres undefined)	3	18	2	-6	4	0	-6	12
CCOC(=S)SCc1cn2ccc(C)cc2n1	-28	-1	-2	-22	-13	3	-6	3
O=C(CN1CCN(c2ccc(F)cc2)CC1)N(C1CCCC1)C1CCS(=O)(=O)C1 (centres undefined)	11	0	-3	5	5	-3	4	-9
COc1ccc(CN2CC(=O)N(c3ccccc3C)C2=S)cc1OC	2	-1	2	2	4	-10	1	-1
CCNC(=S)N/N=C/c1ccccc1[N+](=O)[O-]	7	-6	-2	-2	1	-10	-3	8
Cc1cccc(/C(N)=N/OC(=O)N2CCOCC2)c1	-42	-7	3	0	3	-20	4	-12
C/C(=N\NC(=O)c1cc(Br)ccc1O)c1cccc(NC(=O)c2ccccc2F)c1	-21	8	2	-3	-5	-26	10	-15
Cc1ccc(N(C(=O)c2snc(C(N)=O)c2N)C(C(=O)NC2CCCC2)c2ccncc2)cc1 (centres undefined)	-12	12	5	-17	28	-35	-4	-10
COc1ccccc1NS(=O)(=O)c1ccc(O)c(C(=O)OCC(=O)N2CCc3ccccc32)c1	-5	9	8	-5	-5	3	-4	3
CC1CN(c2ccc(S(=O)(=O)N3CCCC3)cn2)CC(C)O1 (centres undefined)	-3	-16	-23	-7	3	1	-3	-4
Cc1sc2ncnc(OCC(=O)NC3CCS(=O)(=O)C3)c2c1C (centres undefined)	15	-7	-5	-4	-14	0	-4	14
O=C(COc1cccc(OC(F)F)c1)Nc1ccc(SC(F)F)cc1	24	12	-2	2	6	-17	-1	-5
O=C1CCc2cc(S(=O)(=O)N3CCN(c4ccccc4)CC3)cc3c2N1CCC3	9	1	-8	5	-3	4	1	5
CC(C)CCNC(=O)CN(C(=O)CCC(=O)Nc1ccccn1)c1ccc2c(c1)OCCO2	-8	8	5	3	6	-5	12	5
CCON1C(=O)C(C)(C)N(OCC)C(=O)C1(C)C	19	-30	-4	3	7	-6	3	1
COc1ccc(C2c3c(c(C)c(C)oc3=O)Oc3c(C)c(C)oc(=O)c32)cc1	2	3	6	-3	7	-6	-2	-16
Cc1cc2cc3c(cc2nc1SCC(=O)O)CCC3	-2	-3	2	8	?	-12	6	·
CN(C)C(=O)c1cc(C(=O)c2ccc(C(F)(F)F)cc2F)c[nH]1	-30	-5	-6	-1	5	-7	-2	-12
COc1ccc(-n2ncc3c2CC(C)(C)CC3NC(=O)CCCN2CCCC2=O)cc1 (centres undefined)	-11	6	-1	-2	-2	0	11	1
Cc1ccc(NCC(=O)N/N=C/c2cccn2C)cc1	17	-8	-3	-5	-9	4	4	-5
COc1ccc(C2c3[nH]c4ccccc4c3CCN2C(=O)c2cn3ccccc3n2)c(F)c1 (centres undefined)	-14	14	-1	-14	-9	-9	-8	-16
O=C(COc1ccc([N+](=O)[O-])cc1Cl)NCCN1C(=O)CSC1=O	1	-6	-6	-9	-9	-17	-3	-1
Cc1ccc(Cn2c(C(C)Nc3nc(-c4ccc(F)cc4)cs3)nc3cc(Cl)c(Cl)cc32)cc1 (centres undefined)	-10	12	2	-5	-26	-20	5	20
COCCNC(=O)C1CC(=O)N(C2CCCC2)C1 (centres undefined)	-10	-39	-13	5	-4	-3	9	-1
Cc1ccc(CC(CC(=O)O)C(=O)NCC23CC4CC(CC(C4)C2)C3)cc1 (centres undefined)	-1	3	-5	-8	-4	-4	-5	-8
COc1ccc(Cl)c(NC(=O)C/C(C)=N/NC(=O)CCc2ccccc2)c1	14	3	-2	1	7	14	-12	-13
CCN(CC)S(=O)(=O)c1cc(NC(=O)C2CC(=O)N(Cc3ccccc3)C2)ccc1Cl (centres undefined)	-26	39	4	-2	26	3	-7	5
COc1ccc(OC)c(CNC(=O)C(C)n2nc(C)c3c(C)n(-c4ccccc4)nc3c2=O)c1 (centres undefined)	-8	3	2	5	4	8	-6	24
COc1ccc(S(=O)(=O)N(CC(=O)O)c2ccc(C)cc2)cc1	7	0	-9	3	5	15	6	-3
Cc1ccc(N2CCN(C3=NC(=O)/C(=C\c4cn[nH]c4-c4ccccc4)S3)CC2)cc1	29	15	-13	-9	-19	8	4	45
Cc1ccc(NC(=O)C/C(N)=N/O)cc1Cl	4	-2	-6	-2	8	-5	8	-4
Cn1c(NC(=O)c2ccccc2)cc(=O)n(C)c1=O	7	4	-5	-7	-8	-12	9	-4
Cc1cccc(C)c1NC(=S)NC(C)CCc1ccccc1 (centres undefined)	-25	-6	-5	3	6	3	5	8
Cc1cccc(C(=O)Nc2ccc3c(c2)C(=O)N(CC(C)C)C3=O)c1	-70	6	-8	-12	12	-7	5	-51
CCN(c1ccccc1)S(=O)(=O)c1ccc(Cl)c(NC(=O)COC(=O)c2cccc(OC)c2O)c1	-3	13	-9	-3	9	9	7	-2
O=C(CN1CCN(c2ccccn2)CC1)N(c1ccccc1)c1ccc2ccccc2c1	-12	19	6	-1	2	-11	6	3
Cc1cccc(-c2nc(CS(=O)CC(=O)N3CCCCC3)c(C)o2)c1 (centres undefined)	12	-2	6	-8	-5	-8	-4	25
CC1(C)CC(=O)C(Sc2ccccc2)=C(O)C1	12	-29	-3	8	4	6	0	2
O=C(Nc1nc(-c2cccnc2)cs1)c1ccccc1[N+](=O)[O-]	14	-18	-2	-7	-6	2	5	2
Cc1cc(C)nc(SCc2nnc(SCC#N)n2-c2cccc(Cl)c2)n1	-50	-8	17	3	-3	-33	-3	8
O=C(NCCc1csc(-c2ccccc2)n1)c1ccco1	-27	1	-2	-7	1	-15	6	4
COc1ccc(C2C(C#N)=C(N)N(N(C)C)C3=C2C(=O)CC(C)(C)C3)cc1 (centres undefined)	6	0	-1	-3	1	-7	-3	5
COCCN1C(=O)N[C@@H](c2cccc(F)c2)C(C(=O)OC)=C1C	15	-7	-4	5	-6	10	0	-1
CCCCC(NC(=O)Cc1c(C)c2cc3c(C)c(C)oc3c(C)c2oc1=O)C(=O)O (centres undefined)	2	6	2	20	7	4	4	3
CC(=O)Nc1ccc(S(=O)(=O)NCc2nc(-c3ccccc3C)no2)cc1	-9	8	-4	-2	-7	-8	0	-15
COc1ccc(/C=C/C(=O)Nc2cccc(S(=O)(=O)NC3=NCCCCC3)c2)c(OC)c1	23	-3	9	-3	3	4	1	5
CC1CN(c2ccccc2)NC1=O (centres undefined)	18	-4	10	2	5	2	1	7
CC(C)NC(=O)CN1C(=O)c2ccccc2S1(=O)=O	-20	6	-7	5	-5	-38	0	5
CCCC(=O)c1cc(F)c(N2CCOCC2)cc1C	-1	-3	-4	-3	2	-7	-2	-6
Cc1ccc(-c2cc(C(=O)NCCCN3CCCC3)c3ccccc3n2)cc1C	-13	24	-2	-6	29	-18	12	28
Cc1ccccc1Oc1cc(NC(=O)Cn2cnc([N+](=O)[O-])c2)cc([N+](=O)[O-])c1	8	16	-5	-6	7	6	0	12
